# STAT1 inh: STAT1 signaling inhibition; NIH 3T3 STAT1-luciferase reporter, IFN-gamma, luminescence; inhibition, % at 5.5 µM; 200,000 compounds, 0.35% hits; AID 920;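 active = inhibition above a set limit, the mean inhibition across all tested compounds plus 3 SD, cut at about 34% in these data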;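 also: 0% = IFN-gamma with DMSO and 100% = IFN-gamma with 300 µM nifuroxazide; values of inactives mirror those of a sister screen read the other way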
# APP 5'UTR act: activates APP 5'UTR luciferase reporter | 190,000 compounds, 1% hits | activation, % at 2 µM | SH-SY5Y APP 5'UTR luciferase reporter, luminescence; zero percent = DMSO vehicle wells | AID 1276;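 active = activation above a set limit, based on mean plus 3 SD of controls, cut at about 140% in these data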; also: values of inactives mirror those of a sister screen read the other way
# STAT3 activator: increases IL-6 driven STAT3 reporter signal. U3A cells, IL-6 STAT3-luciferase reporter, luminescence; 100% = signal with IL-6 EC80 alone. activation (% of control), % at 5.6 µM. 190,000 compounds, 0.91% hits. AID 871;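 active = activation above the screen-wide mean of compound activation plus 3 SD, cut at about 130% in these data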;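 also: 0% = background luminescence of wells with medium and substrate only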
#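 Assay system – human STAT1-deficient U3A cells with stable STAT3-luciferase reporter · Also added – IL-6 (33 ng/mL) · Schedule – compound 1 h, then IL-6 6 h at 37 °C · Technique – reporter luminescence signal · Evaluation – % activation versus median of IL-6-stimulated wells · Benchmarks – IL-6-only wells as 100% reference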
# RAM inhibit: blocks the yeast RAM network; inhibition, % at 50 µM; S. cerevisiae dse1pr::URA3 reporter, 5-FOA growth OD615, 2 d; analog-sensitive cbk1-as2 kinase mutant strain; 190,000 compounds, 1.8% hits; AID 868;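 active = inhibition above a set limit, 3 SD over mean compound inhibition, cut at about 8.4% in these data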;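 also: 0% = DMSO-only wells with no growth and 100% = 10 µM 1-NA-PP1 full growth; inhibition rescues growth on 5-FOA so higher OD means more RAM inhibition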
# FLuc inhib CS: counter-screen for luciferase assay inhibitors: firefly luciferase inhibition; ATPLite firefly luciferase biochemical luminescence, 10 min; AID 1006; P08659; 200,000 compounds, 1.5% hits; inhibition, % at 10 µM;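 active = inhibition above about 50% when tested at 10 µM, limit read from the data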
# Target sequence (P08659 whole entry, looked up): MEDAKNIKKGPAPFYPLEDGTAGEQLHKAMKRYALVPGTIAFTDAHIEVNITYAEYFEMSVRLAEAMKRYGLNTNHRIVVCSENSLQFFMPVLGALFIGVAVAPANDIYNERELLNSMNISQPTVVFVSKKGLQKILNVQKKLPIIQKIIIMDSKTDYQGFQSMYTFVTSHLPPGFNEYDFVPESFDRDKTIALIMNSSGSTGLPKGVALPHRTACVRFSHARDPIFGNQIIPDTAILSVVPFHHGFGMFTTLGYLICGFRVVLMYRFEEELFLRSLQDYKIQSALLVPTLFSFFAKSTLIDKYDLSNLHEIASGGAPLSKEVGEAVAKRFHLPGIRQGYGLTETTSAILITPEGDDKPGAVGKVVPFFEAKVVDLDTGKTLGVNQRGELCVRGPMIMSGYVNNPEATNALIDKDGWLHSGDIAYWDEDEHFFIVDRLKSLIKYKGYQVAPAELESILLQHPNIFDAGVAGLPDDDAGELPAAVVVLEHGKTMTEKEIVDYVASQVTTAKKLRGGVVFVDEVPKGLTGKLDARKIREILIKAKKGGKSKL
# Hsp70 act: switches on Hsp70 transcription; HeLa Hsp70 promoter luciferase reporter, luminescence; scaled: vehicle 0, proteasome-inhibitor control 100%; 200,000 compounds, 0.04% hits; activation, % at 10 µM;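 active = activation above the mean across all tested compounds plus 3 SD, cutoff set per campaign, cut at about 5.5% in these data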;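 also: 100% = MG132 at 30 µM as the positive control and 0% = DMSO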
# NF-kB expr up: NF-kB expression increase, human neuronal cells; NF-kB reporter expression; stronger effect = higher value; fold change at 12.5 µM; AID 1239; 190,000 compounds, 1.6% hits; in the data active = fold change above about 3.3
# STAT1 activator: activators of IFN-gamma induced STAT1 signaling | NIH 3T3 STAT1-luciferase reporter, luminescence; 100% = IFN-gamma alone, no compound | 200,000 compounds, 2.6% hits | AID 932 | activation (% of control), % at 5.5 µM;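 active = activation above the screen-wide mean activation plus 3 SD, cut at about 130% in these data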;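 also: raw ratio to IFN-gamma control signal so 100% means no change and 0% no light; values of inactives mirror those of a sister screen read the other way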
# STAT3 blocker: reduces IL-6 driven STAT3 reporter signal; U3A cells, IL-6 STAT3-luciferase reporter, luminescence; host cell line lacks STAT1; inhibition, % at 5.5 µM; 190,000 compounds, 0.89% hits;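 active = inhibition above the mean inhibition across all screened compounds plus 3 SD, cut at about 44% in these data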;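 also: 0% = DMSO only wells and 100% = 100 µM nifuroxazide control wells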
# APP 5UTR inh: APP translation inhibition; SH-SY5Y APP 5'UTR-luciferase reporter, luminescence; inhibition, % at 2 µM; 190,000 compounds, 0.82% hits;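 active = inhibition above a set limit, derived from the sample mean plus 3 SD, cut at about 45% in these data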; also: values of inactives mirror those of a sister screen read the other way
# The depositor's hits bear a star; . = no result given.
cpd	Compound	STAT1 inh	APP 5'UTR act	STAT3 activator	RAM inhibit	FLuc inhib CS	Hsp70 act	NF-kB expr up	STAT1 activator	STAT3 blocker	APP 5UTR inh
1	O=C1CC(/C=C/c2ccc(Cl)cc2)=Nc2ccccc2N1	-83	122	108	0.6	48	1.1	3.6*	177*	-8	-122
2	O=C(NC1CCCC1)C(c1ccc(F)cc1)N(Cc1ccc(F)cc1)C(=O)c1ccn[nH]1 (configuration not stated)	-1	6	96	0.0	-8	-0.3	0.84	101	12	-6
3	O=C(COC(=O)Cc1n[nH]c(=O)c2ccccc12)Nc1ccc(Cl)cc1F	7	15	106	0.5	-6	-0.1	1	91	-2	-15
4	CCC1=NC(c2ccccc2Cl)N(O)C1(C)C (configuration not stated)	7	1	97	0.8	-9	-0.1	1.1	93	8	-1
5	C=CCSc1nc(C)c(CCCC)c(=O)[nH]1	10	0	94	-0.7	-10	1.4	.	92	13	0
6	CC(Sc1nc(NCc2ccccc2)nc(N(C)C)n1)C(=O)Nc1ccccc1 (configuration not stated)	-1	5	100	3.9	-4	-0.2	2.7	101	6	-5
7	CCCNc1nc(=S)n(-c2ccccc2)c(C)c1C(C)=O	2	18	103	0.0	-8	-0.2	1.1	97	1	-18
8	COc1cc(OC)cc(C(=O)N2CCN(S(C)(=O)=O)CC2)c1	2	-13	96	2.2	-4	-0.1	1.1	98	10	13
9	Cc1nc(COC(=O)c2ccc(CO)cc2)cs1	-8	8	104	0.2	-8	0.3	1.1	107	-2	-8
10	Cc1nn(Cc2ccc(Cl)cc2)c(C)c1NC(=O)CSc1nc2c(c(C(F)(F)F)n1)CCc1ccccc1-2	-3	3	101	-0.3	-4	-0.1	1	103	10	-3
11	CCCCP(=O)(CCCC)Cc1ccccc1	1	-1	95	-0.8	-3	-0.1	1.2	99	7	1
12	CCOc1ccccc1CN1CCN(Cc2[nH]c3ccccc3c2C)CC1CCO (configuration not stated)	-10	1	108	2.6	-1	-0.2	0.9	108	-1	-1
13	CC(=O)Nc1nnc(SCC(=O)N2CCCc3ccccc32)s1	9	-22	99	0.6	-3	0.4	1.1	91	6	22
14	CCOc1ccccc1C1N(c2ccc(F)cc2)C(=O)C2CCCN21 (configuration not stated)	6	0	103	0.0	-1	0.7	1.1	99	0	0
15	OCCC1CN(Cc2ccccc2-c2ccco2)CCN1Cc1ccccc1 (configuration not stated)	2	7	111	0.1	-8	-0.2	0.92	98	0	-7
16	COc1ccc(NC(=S)N2CCN(C(c3ccccc3)c3ccccc3)CC2)cc1OC	-1	32	102	1.1	-3	0.2	1.4	100	1	-32
17	CC1=NN(c2ccccc2)C(=O)/C1=C/c1cc2cc(C)ccc2nc1N1CCCCC1	-9	31	102	1.4	-7	0.0	2	108	10	-31
18	Cc1cc(OC(=O)Cc2cccc3ccccc23)c([N+](=O)[O-])c(=O)[nH]1	-2	-14	96	1.8	-7	-0.3	0.99	102	7	14
19	O=C(Nc1nc(-c2nc3ccccc3s2)cs1)C1CC1	-65	238*	95	3.8	54*	0.4	5.7*	162*	6	-238
20	Cc1ccc(S(=O)(=O)N/N=C\c2cc3c(cc2[N+](=O)[O-])OCO3)cc1	-2	2	105	1.4	-4	0.0	0.85	100	4	-2
21	CCOc1ccc(-n2c(SCC(=O)Nc3ccc(OC)cc3OC)nc3c(c2=O)SCC3)cc1	2	-6	99	5.3	-6	-0.3	0.93	98	5	6
22	O=C(O)CCN=Cc1c(O)c2ccccc2oc1=O	3	-19	102	1.1	-1	-0.1	1.1	97	0	19
23	CCNC(=O)C(C)Oc1ccc(Cl)cc1Cl (configuration not stated)	-3	-12	108	-1.3	0	-0.6	1	100	-2	12
24	CCOc1ccc(CSC2=NCCN2)cc1Cl	-12	0	105	-0.4	-4	-0.1	1.3	111	-3	0
25	Cc1c(NC(=O)c2cccnc2C(=O)O)cccc1C(=O)O	-6	4	106	0.2	-6	-0.3	1.1	106	-6	-4
26	CCOC(=O)C1C2C=CC3(CN(C4CCCC4)C(=O)C13)O2 (configuration not stated)	7	-9	85	-0.1	-2	-0.3	1	94	23	9
27	O=C(NC1CCCCCC1)C1Cc2ccccc2CN1C(=O)c1ccco1 (configuration not stated)	-1	1	114	2.1	-5	0.6	1.3	100	-15	-1
28	COc1ccc(OC)c(Nc2cc(C)nc3nc(C)nn23)c1	7	1	102	2.2	-4	0.0	1.1	94	-2	-1
29	CCOc1ccccc1C(=O)N(C)Cc1cc2cc(OC)ccc2[nH]c1=O	-2	16	96	0.8	-1	-0.3	0.86	101	12	-16
30	Cc1c(C(=O)Nc2ccc(F)cc2)oc2ccc(S(=O)(=O)N3CCC4(CC3)OCCO4)cc12	10	5	106	1.2	-1	-0.2	0.53	91	-4	-5
31	O=C(CSc1ncc(-c2ccccc2)[nH]1)Nc1ccccc1F	-16	18	100	0.7	12	-0.2	1.6	116	5	-18
32	Cc1ccc(CSCC(=O)NCc2cccs2)cc1	-1	26	96	0.9	-2	-0.2	1.1	100	16	-26
33	CCN(CC)C(=O)c1c(C)[nH]c(=S)c(C#N)c1-c1ccco1	-7	-2	100	-0.1	5	-0.2	1.2	105	2	2
34	CCOc1cc(N2CCOCC2)c(OCC)cc1NC(=O)COc1cccc2cccnc12	6	-4	112	0.6	-6	-0.2	0.53	95	-8	4
35	CCOC(=O)c1sc(NC(=O)c2ccncc2)c(C#N)c1C	7	-9	96	2.2	12	-0.3	0.48	95	2	9
36	C=C(C)CC1(NC(C)c2ccccc2)CCCCC1 (configuration not stated)	11	0	95	0.9	-4	-0.3	1.2	91	9	0
37	CS(=O)(=O)N1CCN(C(=O)Cc2ccccc2)CC1	3	2	99	0.6	5	-0.1	1.7	97	7	-2
38	CCC(CC)c1nnc(NC(=O)c2ccc(N3CCCCC3)c([N+](=O)[O-])c2)s1	-1	3	102	2.3	0	-0.4	1.1	103	-5	-3
39	Cc1ccc(C(=O)NNC2=Nc3cccc4cccc2c34)cc1	2	8	98	6.9	2	-0.3	1.1	98	4	-8
40	COc1ccc(NC(=O)CC2C(=O)N(CCc3ccccc3)C(=S)N2Cc2cccnc2)cc1 (configuration not stated)	4	2	95	0.1	-4	0.6	0.84	96	17	-2
41	CC(=O)C1=C(C)NC(SCc2cccc([N+](=O)[O-])c2)=C(C#N)C1c1ccco1 (configuration not stated)	3	7	104	7.5	0	-0.4	1.4	97	3	-7
42	CCCC(=O)OCCNc1cc(SCCC(=O)OC)c2nonc2c1[N+](=O)[O-]	-3	-21	104	1.0	2	-0.2	1.5	102	-4	21
43	O=C(Nc1ccc(O)c(-c2nc3ccccc3o2)c1)C1(c2ccc([N+](=O)[O-])cc2)CCCC1	4	-5	101	3.8	1	-0.4	0.92	96	-6	5
44	CCOC(=O)CCCCC(=O)c1[nH]c(=O)[nH]c1CSc1nc2ccccc2[nH]1	-3	-7	101	-0.3	-2	-0.4	1.1	100	2	7
45	O=c1c2cc(NC(=S)NCCCN3CCC(Cc4ccccc4)CC3)ccc2nc2n1CCCCC2	1	20	88	-1.6	-9	-0.3	1.1	97	16	-20
46	COc1ccccc1NC(=O)CCc1nc(-c2ccccc2F)no1	-3	7	102	2.4	-4	0.1	1.1	103	7	-7
47	Cc1ccnc(NS(=O)(=O)c2ccc(CC(C)C)cc2)c1	7	-1	95	5.0	-8	-0.1	1	94	12	1
48	COc1ccc(NC(=O)CSc2ncnc3c2cnn3CCc2ccccc2)cc1	-2	2	67	4.3	-6	-0.1	1.5	102	46*	-2

# Nine entries from above, with values under each structure:
# Below each compound: STAT1 inh	APP 5'UTR act	STAT3 activator	RAM inhibit	FLuc inhib CS	Hsp70 act	NF-kB expr up	STAT1 activator	STAT3 blocker	APP 5UTR inh
[39] Cc1ccc(C(=O)NNC2=Nc3cccc4cccc2c34)cc1
 : 2	8	98	6.9	2	-0.3	1.1	98	4	-8
[40] COc1ccc(NC(=O)CC2C(=O)N(CCc3ccccc3)C(=S)N2Cc2cccnc2)cc1 (configuration not stated)
 : 4	2	95	0.1	-4	0.6	0.84	96	17	-2
[41] CC(=O)C1=C(C)NC(SCc2cccc([N+](=O)[O-])c2)=C(C#N)C1c1ccco1 (configuration not stated)
 : 3	7	104	7.5	0	-0.4	1.4	97	3	-7
[42] CCCC(=O)OCCNc1cc(SCCC(=O)OC)c2nonc2c1[N+](=O)[O-]
 : -3	-21	104	1.0	2	-0.2	1.5	102	-4	21
[43] O=C(Nc1ccc(O)c(-c2nc3ccccc3o2)c1)C1(c2ccc([N+](=O)[O-])cc2)CCCC1
 : 4	-5	101	3.8	1	-0.4	0.92	96	-6	5
[44] CCOC(=O)CCCCC(=O)c1[nH]c(=O)[nH]c1CSc1nc2ccccc2[nH]1
 : -3	-7	101	-0.3	-2	-0.4	1.1	100	2	7
[45] O=c1c2cc(NC(=S)NCCCN3CCC(Cc4ccccc4)CC3)ccc2nc2n1CCCCC2
 : 1	20	88	-1.6	-9	-0.3	1.1	97	16	-20
[46] COc1ccccc1NC(=O)CCc1nc(-c2ccccc2F)no1
 : -3	7	102	2.4	-4	0.1	1.1	103	7	-7
[47] Cc1ccnc(NS(=O)(=O)c2ccc(CC(C)C)cc2)c1
 : 7	-1	95	5.0	-8	-0.1	1	94	12	1

# (cont.)
cpd	Compound	STAT1 inh	APP 5'UTR act	STAT3 activator	RAM inhibit	FLuc inhib CS	Hsp70 act	NF-kB expr up	STAT1 activator	STAT3 blocker	APP 5UTR inh
49	C=CCn1c(SCc2cccc(C#N)c2)nnc1-c1ccccc1O	7	3	125	2.5	-5	0.0	0.83	93	-25	-4
50	CCc1cc2c(C)cc(C)cc2nc1SCC(=O)Nc1cc(C)on1	-3	-14	91	-0.5	-8	-0.6	0.99	104	12	14
51	CC(=O)Nc1ccc(N2C(=O)CC(Sc3nc4ccccc4s3)C2=O)cc1 (configuration not stated)	-1	13	104	1.1	-5	-0.3	1.2	99	2	-13
52	CC(C)(C)CC(C)(C)NC(=S)Nc1ccc(S(=O)(=O)N2CCOCC2)cc1	1	1	100	2.1	-8	-0.1	1.2	99	-1	-1
53	O=c1c2ccccc2cnn1CCOc1ccccc1	44*	99	22	0.3	83*	-0.5	1.4	60	90*	-98
54	COc1cc(NS(=O)(=O)c2ccc(NC(=S)NC(=O)c3sc4cc(F)ccc4c3Cl)cc2)nc(OC)n1	-3	4	103	2.9	0	-0.5	0.91	103	0	-4
55	CC(C)OCCCNS(=O)(=O)c1ccc2c(c1)OCCO2	0	7	102	1.4	-8	0.0	1.1	100	0	-8
56	CS(=O)(=O)N1CCN(c2nc(-c3ccc(F)cc3)cs2)CC1	-5	-4	86	5.0	-1	0.7	1.1	104	23	4
57	COc1c(Cl)cc(Cl)cc1C(=O)Nc1ccc(NC(C)=O)cc1	3	-2	86	0.9	-4	-0.2	1.1	96	19	2
58	COC(=O)C1=C(C)NC(=O)NC1c1ccc(-c2ccc(F)cc2)o1 (configuration not stated)	8	-12	106	1.4	-4	-0.1	1.3	93	-7	12
59	COC(=O)c1ccc(Cn2nnc3ccccc3c2=O)o1	-6	2	105	1.0	-6	-0.2	1.1	105	0	-2

# Screening data: PubChem BioAssay, several laboratories
